APJ agonist – APJ receptor agonism | P35414 | CHO-K1 APJ PathHunter beta-arrestin, luminescence; 0% DMSO wells, 100% apelin | activation, % at 20 µM | actives 0.11% (n = 330,000);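 active = activation more than six SD over the plate average, tested at 20 µM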;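 note: 0% = DMSO alone and 100% = apelin-13 at 10 nM; some results filed as inactive read as strong as hits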
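Assay system – PathHunter CHO-K1 APJ (AGTRL-1) beta-arrestin reporter cells · Compound – one dose, 20 µM compound, 1% DMSO · Timing – compound 90 min 25 °C, reagent 1 h · Measured by – luminescence from split beta-galactosidase complementation, Galacton Star/Emerald II substrate · Measure – beta-arrestin recruitment to APJ as agonist activity, luminescent signal · Benchmarks – DMSO vs Apelin-13 10 nM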
tim10-1 inh – inhibits growth of tim10-1 mutant yeast; S. cerevisiae tim10-1 ts strain growth, BacTiter-Glo, 24 h; inhibition, % at 20 µM; actives 2.2% (n = 330,000);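 active = inhibition of at least 40%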;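 note: mutant grown at 25 °C; 0% = DMSO wells with yeast and 100% = wells holding no yeast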
UPR CHOP act – apoptotic UPR (CHOP) activation; AID 449763; actives 0.34% (n = 330,000); activation, % at 10 µM; CHO-CHOP luciferase reporter, luminescence; percent of tunicamycin response over DMSO baseline;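 active = at 10 µM dose, activation of 40% or more, normalized to positive control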;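 note: 100% = tunicamycin at 10 µg/mL and 0% = DMSO alone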
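System: CHO CHOP reporter cells. Amount: 500 cells per well. Buffer or medium: F12 medium, 10% FBS. Compound dosing: one dose, 10 µM in 0.5% DMSO. Incubation: 6 h compound exposure at 37 °C after overnight seeding. Technique: Steady-Glo luciferase luminescence. Benchmarks: tunicamycin and DMSO controls.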
XBP1 UPR activ – activators of adaptive arm of unfolded protein response (XBP1) | CHO-XBP1 luciferase reporter, IRE1-XBP1 UPR activation, luminescence; percent of tunicamycin response, DMSO as zero | activation, % at 20 µM | actives 0.33% (n = 330,000);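 active = versus positive control, 20 µM dose yields 30% or more activation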;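 note: 100% = tunicamycin at 10 µg/mL and 0% = DMSO only wells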
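Signal: luciferase luminescence; Assay system: CHO-XBP1 luciferase reporter cells; Amount: one thousand reporter cells per well; Dosing: 20 µM single concentration, DMSO 1%; Benchmarks: high control tunicamycin 10 µg/mL final, low control DMSO vehicle only; Schedule: 6 h compound exposure at 37 °C, 5% CO2; Evaluation: percent activation relative to tunicamycin reference.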
NALP3 yeast inh – NALP3 inhibition in yeast | inhibition, % at 10 µM | actives 0.39% (n = 330,000) | Yeast reconstituted NLRP3/ASC/caspase-1, beta-gal luminescence, 24 h;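 active = inhibition of 50% or more; inactive = inhibition below 50%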;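 note: plate controls were induced DMSO wells for no effect and uninduced yeast grown without galactose for full effect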
NR3A LBD binder – NR3A (human) ligand-binding domain modulation; NR3A LBD differential scanning fluorimetry, Tm shift; 0% = protein alone, 100% = glycine-bound protein; Tm shift relative to glycine control, % at 25 µM; actives 2.5% (n = 340,000); AID 1259313;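 active = melting temperature shift of at least 10% of the positive control shift, at one fixed dose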
Mdm2-MdmX inh – inhibitors of human Mdm2/MdmX interaction | O15151+Q00987 | SaOS-2 split-luciferase Mdm2/MdmX complementation, luminescence | inhibition, % at 8 µM | actives 3% (n = 330,000);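 active = inhibition of at least 50% at 8 µM in the primary screen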
Target sequence (O15151 whole entry, looked up): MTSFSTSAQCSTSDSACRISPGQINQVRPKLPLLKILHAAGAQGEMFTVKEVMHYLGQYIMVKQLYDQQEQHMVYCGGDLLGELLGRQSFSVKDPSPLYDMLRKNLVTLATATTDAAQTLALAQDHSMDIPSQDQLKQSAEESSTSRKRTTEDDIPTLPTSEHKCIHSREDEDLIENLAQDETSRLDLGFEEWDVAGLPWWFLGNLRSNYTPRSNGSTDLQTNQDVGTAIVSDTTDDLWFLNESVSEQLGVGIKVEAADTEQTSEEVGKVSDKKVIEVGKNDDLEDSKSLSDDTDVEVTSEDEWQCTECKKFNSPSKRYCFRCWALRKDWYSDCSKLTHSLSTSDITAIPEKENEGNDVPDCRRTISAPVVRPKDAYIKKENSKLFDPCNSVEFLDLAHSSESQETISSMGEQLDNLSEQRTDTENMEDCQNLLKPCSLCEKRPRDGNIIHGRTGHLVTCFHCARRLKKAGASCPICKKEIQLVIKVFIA
Target sequence (Q00987 whole entry, looked up): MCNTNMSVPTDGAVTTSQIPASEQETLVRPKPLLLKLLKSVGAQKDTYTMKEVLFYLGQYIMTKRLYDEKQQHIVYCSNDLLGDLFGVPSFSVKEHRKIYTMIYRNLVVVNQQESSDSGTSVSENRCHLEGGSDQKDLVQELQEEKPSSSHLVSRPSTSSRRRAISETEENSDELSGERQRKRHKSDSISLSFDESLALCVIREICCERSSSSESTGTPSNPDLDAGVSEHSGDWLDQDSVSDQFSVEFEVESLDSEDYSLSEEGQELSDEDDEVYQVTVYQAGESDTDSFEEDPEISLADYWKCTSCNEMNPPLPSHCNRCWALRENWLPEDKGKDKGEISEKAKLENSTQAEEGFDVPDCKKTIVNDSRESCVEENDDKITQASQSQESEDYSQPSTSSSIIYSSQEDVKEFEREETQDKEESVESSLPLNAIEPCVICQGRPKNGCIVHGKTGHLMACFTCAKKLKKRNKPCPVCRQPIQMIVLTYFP
TIM10 inh – inhibits growth of TIM10 yeast strain; inhibition, % at 10 µM; S. cerevisiae TIM10 strain growth, BacTiter-Glo luminescence, 24 h; actives 1.4% (n = 330,000);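 active = inhibition of 40% or more at the single tested concentration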;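 note: wild-type TIM10 isogenic control strain grown at permissive 25 °C; 0% = DMSO yeast wells and 100% = minimal medium wells without yeast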
tim23-1 inh – tim23-1 yeast growth inhibition. S. cerevisiae tim23-1 growth, BacTiter-Glo luminescence, 24 h. inhibition, % at 20 µM. actives 1.3% (n = 330,000). AID 463212;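 active = growth inhibition of the mutant yeast at or above 50%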;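 note: temperature-sensitive mutant grown at 25 °C; plate controls were DMSO-treated mutant yeast for no effect and medium wells lacking yeast for full effect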
* marks the source's active call; other numbers are inactive results.

For COc1ccc(N2CC(C(=O)Nc3c4c(nn3-c3ccc(OC)cc3)CS(=O)(=O)C4)CC2=O)cc1 (centres undefined) the results were APJ agonist -1, tim10-1 inh 12, UPR CHOP act -0.7, XBP1 UPR activ -3, NALP3 yeast inh 3, NR3A LBD binder -2, Mdm2-MdmX inh 6, TIM10 inh 7 and tim23-1 inh 5.
For CN(C(=O)CCS(=O)(=O)c1ccc2c(c1)oc(=O)n2C)C1CCCCC1 the results were APJ agonist -3, tim10-1 inh 0, UPR CHOP act 1.2, XBP1 UPR activ -2, NALP3 yeast inh 21, NR3A LBD binder 2, Mdm2-MdmX inh 12, TIM10 inh 7 and tim23-1 inh 17.
`CCOC(=O)C1CCCN(C2=NC(=O)/C(=C/c3ccc(OC)cc3OC)S2)C1` (centres undefined) gave APJ agonist -2, tim10-1 inh 37, UPR CHOP act 2.1, XBP1 UPR activ 10, NALP3 yeast inh 1, NR3A LBD binder -1, Mdm2-MdmX inh 28, TIM10 inh 23 and tim23-1 inh 36.
Screening O=[N+]([O-])c1ccc(/C=N/NC(=S)Nc2ccccc2F)o1 returned APJ agonist 2, tim10-1 inh 56*, UPR CHOP act 6.5, XBP1 UPR activ 2, NALP3 yeast inh 3, NR3A LBD binder 0, Mdm2-MdmX inh 11, TIM10 inh 43* and tim23-1 inh 55*.
Screening O=C(COC(=O)/C=C/c1ccccc1)NCC1CCCO1 (centres undefined) returned APJ agonist -2, tim10-1 inh 5, UPR CHOP act -0.1, XBP1 UPR activ -2, NALP3 yeast inh 2, NR3A LBD binder 0, Mdm2-MdmX inh -13, TIM10 inh 9 and tim23-1 inh -1.
Nc1ccc[n+](Cc2ccccn2)c1 was read as APJ agonist 0, tim10-1 inh 2, UPR CHOP act -3.2, XBP1 UPR activ 0, NALP3 yeast inh 16, NR3A LBD binder 6, Mdm2-MdmX inh 10, TIM10 inh 1 and tim23-1 inh 14.
For CN(C)CCCn1c(SCCN2C(=O)c3ccccc3C2=O)nc2ccccc2c1=O the results were APJ agonist -2, tim10-1 inh 12, UPR CHOP act 3.0, XBP1 UPR activ -2, NALP3 yeast inh 7, NR3A LBD binder 0, Mdm2-MdmX inh 7, TIM10 inh 6 and tim23-1 inh 10.
Screening COCCn1c(C)cc(C(=O)COC(=O)c2cc3c(s2)CCC3)c1C returned APJ agonist -2, tim10-1 inh 31, UPR CHOP act 2.3, XBP1 UPR activ -1, NALP3 yeast inh 24, NR3A LBD binder -2, Mdm2-MdmX inh -88, TIM10 inh 24 and tim23-1 inh 17.
`COc1ccc(Cl)cc1NC(=O)CC1CCCC1` gave APJ agonist 0, tim10-1 inh 11, UPR CHOP act 0.7, XBP1 UPR activ -2, NALP3 yeast inh -11, NR3A LBD binder 1, Mdm2-MdmX inh 6, TIM10 inh 3 and tim23-1 inh 15.
`Cc1ccc2c(c1)N(CC(=O)N1CCC(C)CC1)C(=O)c1cccnc1O2` gave APJ agonist -2, tim10-1 inh -12, UPR CHOP act 1.9, XBP1 UPR activ -2, NALP3 yeast inh 2, NR3A LBD binder -1, Mdm2-MdmX inh 29, TIM10 inh 5 and tim23-1 inh 1.
`Fc1ccc(N/N=C/c2ccc(N3CCOCC3)cc2)c(F)c1` gave APJ agonist 2, tim10-1 inh -128, UPR CHOP act 3.3, XBP1 UPR activ 5, NALP3 yeast inh 34, NR3A LBD binder -3, Mdm2-MdmX inh -121, TIM10 inh -48 and tim23-1 inh -1.
`CCC1(C)Cc2c(sc3nnn(CC(=O)Nc4ccccc4C)c(=O)c23)CO1` (centres undefined) gave APJ agonist -5, tim10-1 inh 21, UPR CHOP act -1.1, XBP1 UPR activ -3, NALP3 yeast inh -2, NR3A LBD binder -2, Mdm2-MdmX inh -18, TIM10 inh 12 and tim23-1 inh 22.
`Oc1ccccc1CN(Cc1ccco1)CC(O)COCc1ccc(Cl)cc1` (centres undefined) gave APJ agonist -5, tim10-1 inh 13, UPR CHOP act -1.7, XBP1 UPR activ -3, NALP3 yeast inh 10, NR3A LBD binder -6, Mdm2-MdmX inh 30, TIM10 inh 1 and tim23-1 inh 26.
For COc1cccc(NC(=O)CN(C)C(=O)c2ccccc2OCC(=O)Nc2cccc(C(F)(F)F)c2)c1 the results were APJ agonist 1, tim10-1 inh 4, UPR CHOP act -0.3, XBP1 UPR activ -3, NALP3 yeast inh 12, NR3A LBD binder 0, Mdm2-MdmX inh 20, TIM10 inh 10 and tim23-1 inh 16.
CCN(CC)C(=O)[C@H]1CC(CC(=O)NCCN2CCOCC2)C(=O)N2CCc3c([nH]c4ccccc34)[C@]12C (some centres undefined) was read as APJ agonist -3, tim10-1 inh 3, UPR CHOP act 0.9, XBP1 UPR activ 0, NALP3 yeast inh 4, NR3A LBD binder 0, Mdm2-MdmX inh 10, TIM10 inh 7 and tim23-1 inh 0.
For Cc1cccc(NS(=O)(=O)c2ccc(Br)s2)n1 the results were APJ agonist -1, tim10-1 inh 13, UPR CHOP act 1.2, XBP1 UPR activ 5, NALP3 yeast inh -9, NR3A LBD binder 2, Mdm2-MdmX inh -3, TIM10 inh 9 and tim23-1 inh -4.
Screening O=C(CN1C(=O)S/C(=C/c2ccc(N3CCOCC3)cc2)C1=O)N1CCOCC1 returned APJ agonist -1, tim10-1 inh 9, UPR CHOP act 2.1, XBP1 UPR activ 2, NALP3 yeast inh 16, NR3A LBD binder -4, Mdm2-MdmX inh -2, TIM10 inh -7 and tim23-1 inh 12.
`c1ccc(-n2nnnc2-n2nnc3ccccc32)cc1` gave APJ agonist 0, tim10-1 inh 25, UPR CHOP act 1.1, XBP1 UPR activ -1, NALP3 yeast inh -14, NR3A LBD binder 1, Mdm2-MdmX inh -3, TIM10 inh 16 and tim23-1 inh 20.
Nc1ccc(-c2nc3c(Cl)cc(N)cc3[nH]2)cc1 was read as APJ agonist -1, tim10-1 inh -21, UPR CHOP act -10, XBP1 UPR activ -15, NALP3 yeast inh 12, NR3A LBD binder 10*, Mdm2-MdmX inh 40, TIM10 inh -11 and tim23-1 inh -25.
`N=c1c(C(=O)NCC2CCCO2)cc2c(=O)n3ccccc3nc2n1C1CCCC1` (centres undefined) gave APJ agonist -4, tim10-1 inh -3, UPR CHOP act -0.7, XBP1 UPR activ 1, NALP3 yeast inh 21, NR3A LBD binder 0, Mdm2-MdmX inh 14, TIM10 inh -4 and tim23-1 inh 3.
CCCNC(=O)COC(=O)c1cc(-c2ccc(OC)cc2)nc2ccccc12 was read as APJ agonist -1, tim10-1 inh 20, UPR CHOP act 1.1, XBP1 UPR activ 0, NALP3 yeast inh 9, NR3A LBD binder -6, Mdm2-MdmX inh -16, TIM10 inh 0 and tim23-1 inh 30.
`Cc1nnc(NC(=O)c2cccc(S(=O)(=O)N(C)c3cccc(Cl)c3)c2)s1` gave APJ agonist -4, tim10-1 inh 8, UPR CHOP act 0.4, XBP1 UPR activ 2, NALP3 yeast inh 12, NR3A LBD binder -3, Mdm2-MdmX inh -6, TIM10 inh 9 and tim23-1 inh 25.
C=CCn1c(SCC(=O)N(CCOC)c2c(N)n(CC(C)C)c(=O)[nH]c2=O)nc2ccccc21 was read as APJ agonist 3, tim10-1 inh -20, UPR CHOP act 0.3, XBP1 UPR activ -1, NALP3 yeast inh 16, NR3A LBD binder 1, Mdm2-MdmX inh 13, TIM10 inh 9 and tim23-1 inh -10.
Cc1sc2ncn(CC(=O)NCCCC(=O)N3CCN(c4ncccn4)CC3)c(=O)c2c1C was read as APJ agonist 10, tim10-1 inh 12, UPR CHOP act -2.3, XBP1 UPR activ -2, NALP3 yeast inh 14, NR3A LBD binder -1, Mdm2-MdmX inh -19, TIM10 inh 22 and tim23-1 inh 16.
COc1cc(OC)c(OC)cc1CNCCSc1nnnn1C was read as APJ agonist -3, tim10-1 inh 9, UPR CHOP act -2.2, XBP1 UPR activ -1, NALP3 yeast inh 16, NR3A LBD binder 0, Mdm2-MdmX inh -10, TIM10 inh -12 and tim23-1 inh 23.
`O=C(COc1ccccc1[N+](=O)[O-])N1CCCc2ccccc21` gave APJ agonist -4, tim10-1 inh 20, UPR CHOP act 0.5, XBP1 UPR activ -1, NALP3 yeast inh 24, NR3A LBD binder 1, Mdm2-MdmX inh -12, TIM10 inh -7 and tim23-1 inh 25.
`CC(OC(=O)c1ccc2c(=O)n3c(nc2c1)CCC3)C(N)=O` (centres undefined) gave APJ agonist -1, tim10-1 inh 7, UPR CHOP act -0.9, XBP1 UPR activ -3, NALP3 yeast inh -12, NR3A LBD binder 0, Mdm2-MdmX inh -6, TIM10 inh -2 and tim23-1 inh 0.
`CCOC(=O)c1c(C)[nH]c(C(=O)CSc2nnc(CC(C)c3ccccc3)o2)c1C` (centres undefined) gave APJ agonist 0, tim10-1 inh 14, UPR CHOP act -0.9, XBP1 UPR activ -1, NALP3 yeast inh 19, NR3A LBD binder -3, Mdm2-MdmX inh 33, TIM10 inh 4 and tim23-1 inh -9.
For CC(=O)c1ccc(NS(=O)(=O)c2ccc(CC(C)C)cc2)cc1 the results were APJ agonist -2, tim10-1 inh 34, UPR CHOP act -1.0, XBP1 UPR activ -3, NALP3 yeast inh 8, NR3A LBD binder -9, Mdm2-MdmX inh 13, TIM10 inh 17 and tim23-1 inh 40.

Three entries out of the list, sorted by number of heavy atoms, highest first.
`CCOC(=O)c1c(C)[nH]c(C(=O)CSc2nnc(CC(C)c3ccccc3)o2)c1C` (centres undefined) gave APJ agonist 0, tim10-1 inh 14, UPR CHOP act -0.9, XBP1 UPR activ -1, NALP3 yeast inh 19, NR3A LBD binder -3, Mdm2-MdmX inh 33, TIM10 inh 4 and tim23-1 inh -9.
For CC(=O)c1ccc(NS(=O)(=O)c2ccc(CC(C)C)cc2)cc1 the results were APJ agonist -2, tim10-1 inh 34, UPR CHOP act -1.0, XBP1 UPR activ -3, NALP3 yeast inh 8, NR3A LBD binder -9, Mdm2-MdmX inh 13, TIM10 inh 17 and tim23-1 inh 40.
`CC(OC(=O)c1ccc2c(=O)n3c(nc2c1)CCC3)C(N)=O` (centres undefined) gave APJ agonist -1, tim10-1 inh 7, UPR CHOP act -0.9, XBP1 UPR activ -3, NALP3 yeast inh -12, NR3A LBD binder 0, Mdm2-MdmX inh -6, TIM10 inh -2 and tim23-1 inh 0.
